TAAR1 antag = human TAAR1 antagonism; Q96RJ0; CHO RD-HGA16 TAAR1, Fluo-8 calcium fluorescence, antagonist; inhibition, % at 3 µM; 360,000 compounds, 1.5% hits;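 active = inhibition above a per-plate cutoff, the mean inhibition of test compounds on that plate plus 3 SD, cut at about 49% in these data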;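 note: 0% = DMSO plus EC80 beta-PEA response and 100% = DMSO alone without agonist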
Target sequence (Q96RJ0 whole entry, looked up): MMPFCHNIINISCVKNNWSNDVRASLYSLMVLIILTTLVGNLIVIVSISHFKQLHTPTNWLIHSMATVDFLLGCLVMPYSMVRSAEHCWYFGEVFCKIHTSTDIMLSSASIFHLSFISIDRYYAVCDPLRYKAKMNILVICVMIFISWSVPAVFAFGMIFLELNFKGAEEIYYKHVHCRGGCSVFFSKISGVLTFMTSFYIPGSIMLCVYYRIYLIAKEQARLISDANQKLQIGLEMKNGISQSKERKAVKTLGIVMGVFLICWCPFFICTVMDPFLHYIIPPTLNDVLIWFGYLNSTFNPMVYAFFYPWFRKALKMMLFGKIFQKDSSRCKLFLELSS
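System: RD-HGA16 CHO cells with stable hTAAR1 and Gα16 | Probe or stimulus: EC80 β-phenethylamine stimulus | Dosing: 3 µM, single point | Times: Dye loading 75 min at 37 °C, then 30 min room temperature | Measured by: Fluo-8 calcium-sensitive fluorescence | Read-out basis: % inhibition of agonist calcium response | Replicates: n of 1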
CHO parental Ca = counter-screen for OX1R antagonists: effect in parental CHO cells; AID 463079; inhibition, % at 5.6 µM; 330,000 compounds, 0.63% hits; parental CHO-K1, ATP-induced calcium, Fluo-8 fluorescence;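 active = inhibition above that plate's mean sample inhibition plus 3 SD, cut at about 26% in these data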;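 note: 0% = ATP-challenged DMSO wells and 100% = DMSO wells without ATP; some compounds past the cut are filed as inactive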
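material = parental CHO cells | also added = ATP as calcium-mobilizing challenge | dosing = single point at 5.6 µM | detection = intracellular calcium via Fluo-8 no-wash fluorescent dye | read-out = % inhibition | benchmarks = low control ATP plus DMSO, high control DMSO only | repeats = one well per compound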
CHRM1 agonist = activates human CHRM1 receptor | P11229 | CHO-K1 hM1, Fluo-8 calcium fluorescence, agonist mode; 0% DMSO, 100% acetylcholine EC100 | activation, % at 3 µM | 360,000 compounds, 0.33% hits;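 active = activation above the run's mean compound activation plus 3 SD, cut at about 16% in these data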;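 note: peak over basal fluorescence ratio within a 140 s kinetic read after compound addition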
CHO-K1 Ca ag = M1 agonist counterscreen hit in parental CHO-K1 cells; activation, % at 3 µM; 360,000 compounds, 0.48% hits; Fluo-8 calcium fluorescence; scaled to maximal ATP response, vehicle zero; in the data active = activation above about 15%;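 note: untransfected CHO-K1 host cells lacking M1 receptor as counterscreen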
M1 antag = human CHRM1 antagonism; P11229; CHO-K1 hM1, Fluo-8 calcium fluorescence, ACh EC80 antagonist; inhibition, % at 3 µM; 360,000 compounds, 1.3% hits; AID 588852;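 active = percent inhibition above its own plate's cutoff, namely the mean of that plate's compound wells plus 3 SD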;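 note: peak over basal fluorescence ratio during 140 s after agonist addition; 0% = ACh EC80 plus DMSO and 100% = DMSO alone without agonist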
CHO-K1 Ca PAM = nonselective activator or artifact in parental CHO-K1 calcium assay. activation, % at 3 µM. 360,000 compounds, 0.02% hits. AID 602247. ATP EC20, Fluo-8 calcium fluorescence; 0% at ATP EC20, 100% at ATP max;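 active = activation above the run cutoff, the mean activation of all test compounds plus 3 SD, cut at about 40% in these data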;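 note: peak over basal fluorescence ratio in a 140 s read after ATP addition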
TAAR1 ag = human TAAR1 agonism. CHO RD-HGA16 TAAR1, Fluo-8 calcium fluorescence; vehicle wells 0%, saturating PEA agonist 100%. activation, % at 3 µM. 360,000 compounds, 0.99% hits;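 active = activation above the mean activation of all test compounds in the run plus 3 SD, cut at about 38% in these data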
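Assay system – CHO-derived RD-HGA16 cells with stable Gα16 and human TAAR1 · Compound dosing – one-point dosing at 3 µM (nominal) · Incubation – 17-24 h seeding, 75 min 37 °C dye, 30 min RT · Measured by – kinetic Fluo-8 calcium fluorescence · Control set – DMSO vehicle as 0%, PEA at EC100 as 100% · Repeats – single well for each compound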
CHO-K1 Ca antag = counter-screen for M1 antagonists: effect in parental CHO-K1 cells; 360,000 compounds, 0.6% hits; inhibition, % at 3 µM; ATP-induced calcium, Fluo-8 fluorescence;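 active = inhibition above a per-plate cutoff, the plate's mean sample inhibition plus 3 SD, cut at about 24% in these data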;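 note: 0% = DMSO plus EC80 ATP and 100% = DMSO alone without ATP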
OXTR potentiator = potentiates the human oxytocin receptor response; 320,000 compounds, 0.061% hits; CHO-OTR cells, Fluo-8 calcium fluorescence, potentiator mode; 0% = oxytocin EC15, 100% = EC100; P30559; activation, % at 3 µM;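 active = activation above that plate's cutoff, the mean activation of tested compounds plus 3 SD, cut at about 6.6% in these data, passing the limit was not always enough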;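 note: 100% uses oxytocin at 75 nM as the full agonist control; some results filed as inactive read as strong as hits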
Target sequence (P30559 whole entry, looked up): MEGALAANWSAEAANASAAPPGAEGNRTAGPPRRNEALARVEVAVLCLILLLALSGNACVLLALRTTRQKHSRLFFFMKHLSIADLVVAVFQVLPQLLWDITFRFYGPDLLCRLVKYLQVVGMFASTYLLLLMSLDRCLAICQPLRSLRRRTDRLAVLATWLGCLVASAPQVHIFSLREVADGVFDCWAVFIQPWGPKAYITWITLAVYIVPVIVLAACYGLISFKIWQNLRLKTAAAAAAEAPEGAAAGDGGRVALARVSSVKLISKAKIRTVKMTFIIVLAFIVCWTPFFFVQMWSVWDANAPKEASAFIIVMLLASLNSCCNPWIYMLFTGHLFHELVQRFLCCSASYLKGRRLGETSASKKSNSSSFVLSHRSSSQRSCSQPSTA
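Material: human OTR in CHO cells. Compound: 3.0 µM, one dose. Timing: compound 6 min at room temperature before oxytocin, 100 s read. Evaluation: % activation of max/min ratio relative to oxytocin controls. Replication: single well per compound, singlicate. Signal: Fluo-8 calcium dye fluorescence.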
Active calls of the source: *; . = not tested or not shown. An unsorted share of the library; about 4.2% have a hit in one of these screens.

SMILES | TAAR1 antag | CHO parental Ca | CHRM1 agonist | CHO-K1 Ca ag | M1 antag | CHO-K1 Ca PAM | TAAR1 ag | CHO-K1 Ca antag | OXTR potentiator
COc1cc(OC)c2c(c1)C(=O)OC2 | -1.8 | 1.1 | -10.1 | 0.1 | 0.4 | 5.7 | -1.6 | 0.3 | -4.3
O=C(NNC(=O)c1ccccc1OCc1ccc(F)cc1)c1ccccc1O | -11.6 | . | 1.2 | 3.1 | 1.9 | 0.9 | 0.2 | 0.0 | .
C[C@H](CO)N1C[C@H](C)[C@@H](CN(C)Cc2ccccc2)Oc2c(NC(=O)c3ccncc3)cccc2C1=O | -14.4 | -16.3 | -6.1 | 0.6 | -3.6 | -5.8 | 3.0 | -9.6 | -6.4
Cc1cc(NC(=O)CSc2nc(C(C)C)nc3sc4c(c23)CCCC4)no1 | -11.4 | -16.0 | -3.5 | 0.2 | -11.5 | 15.9 | 12.3 | -21.9 | 3.6
COc1cc(/C=C(/C#N)C(=O)NC(C)c2ccccc2)cc(OC)c1O (configuration not stated) | -31.5 | 1.6 | 5.4 | 4.7 | 2.1 | -7.2 | 14.8 | 3.6 | -4.9
Cc1nc(-c2cccc(NC(=O)c3ccco3)c2)cs1 | -5.5 | . | -3.6 | 2.7 | -12.0 | 8.1 | 2.5 | -9.1 | .
CNC(=O)OCc1snc(-c2ccccc2)c1COC(=O)NC | 6.4 | . | -2.5 | 0.9 | -11.1 | 14.7 | 1.0 | -0.3 | .
CCCCNC(=O)C(C#N)c1nc2ccccc2nc1N1CCN(c2ccccc2F)CC1 (configuration not stated) | -13.7 | 7.6 | -2.2 | 0.2 | -6.4 | -0.1 | 1.5 | -0.8 | -5.6
CCN(CC)S(=O)(=O)c1ccc(C(=O)NC(=S)N2CCN(c3ccccc3O)CC2)cc1 | -0.8 | . | -3.7 | 1.1 | -8.7 | 12.0 | 0.4 | -13.8 | .
CC(C)n1cc(CNC(=O)C2CCC(=O)N(Cc3ccccc3F)C2)cn1 (configuration not stated) | -7.3 | -5.5 | -2.0 | 0.8 | -1.7 | 9.6 | 0.7 | -11.8 | -6.3
C[C@@H]1CN([C@H](C)CO)C(=O)c2c(c3ccccc3n2C)-c2ccccc2CO[C@H]1CN(C)Cc1ccc(-c2ccccc2)cc1 | -29.1 | . | -3.5 | 0.5 | -8.9 | 22.2 | 0.6 | -15.6 | .
Cc1cc(C)cc(NC(=O)Cn2c(=O)oc3cc(S(=O)(=O)N4CCC(C)CC4)ccc32)c1 | 28.0 | 16.9 | 1.9 | 2.3 | 13.7 | 10.3 | 2.9 | -0.7 | -9.4
COc1c[nH]n(C2CCCCC2)c(=O)c1=O | 9.3 | 12.9 | -5.9 | 0.3 | -4.2 | 31.7 | -0.7 | -12.7 | -5.1
CC1=C(C(=O)Nc2ccccc2)C(c2ccncc2)C(C#N)=C(SCC(=O)NC(C)C)N1 (configuration not stated) | 3.8 | -7.1 | -3.6 | -0.1 | -7.7 | 10.5 | 3.7 | -3.6 | -12.1
O=C(OCC(=O)N1CCN(c2ccccc2)CC1)c1ccc[n+]([O-])c1 | -11.1 | 3.3 | -5.2 | 1.0 | -5.2 | 16.1 | 1.5 | -15.6 | -2.0
Cc1cccc(N(C(=O)c2ccco2)C(C(=O)NC2CCCC2)c2cccnc2)c1C (configuration not stated) | 18.2 | -12.8 | -0.1 | 3.1 | 6.3 | -22.9 | 9.3 | -7.1 | -2.7
Cc1cccc(CN2CCN(CC(=O)O)C2=O)c1 | -12.2 | . | -1.2 | 0.1 | -6.8 | -3.3 | 4.9 | -10.7 | .
CCOC(=O)c1sc(Nc2nc3cc4c(cc3s2)OCO4)cc1C | -29.9 | -10.5 | -5.4 | 0.5 | -2.3 | 19.8 | -0.1 | -4.7 | -5.2
Cc1noc(C)c1COc1ccc(C(=O)N2CCCC(C(F)(F)F)C2)cc1 (configuration not stated) | -28.9 | -10.9 | -3.6 | 2.4 | -2.8 | 18.2 | 2.3 | -6.7 | -6.5
O=C(O)C1=C(C(=O)N2CCN(C(=O)c3ccco3)CC2)CCCC1 | 13.2 | -0.2 | -0.6 | 0.2 | -10.5 | 19.2 | 43.1* | -26.5 | -1.9
COc1ccc(C(=O)c2cc([N+](=O)[O-])ccc2N2CCCC2)cc1 | -8.9 | -20.8 | -12.5 | -0.4 | 7.6 | 3.0 | 0.7 | 5.3 | 0.5
COc1ccccc1NC(=O)NCCN1CCCCC1 | -23.2 | -4.6 | -6.0 | 0.2 | -19.9 | 13.6 | 1.1 | -5.9 | -4.2
CCN(CC)Cc1ccccc1CNC(=O)c1cccc(S(=O)(=O)Nc2ccc3c(c2)OCO3)c1 | 3.4 | -14.8 | -7.4 | 0.5 | 12.6 | -0.1 | 2.9 | -5.5 | -10.3
Cc1cc(C)c(S(=O)(=O)c2ccccc2)c(OC(=O)c2c(F)cccc2Cl)n1 | 18.4 | -14.3 | -2.6 | 0.6 | -11.1 | 8.2 | 12.0 | -8.4 | -6.8
N#Cc1ccc(S(=O)(=O)N2CCN(CN3C(=O)CC4(CCCC4)C3=O)CC2)cc1 | -7.8 | . | -3.9 | 0.9 | -7.6 | 20.9 | 2.1 | -15.5 | .

Next records follow.
SMILES | TAAR1 antag | CHO parental Ca | CHRM1 agonist | CHO-K1 Ca ag | M1 antag | CHO-K1 Ca PAM | TAAR1 ag | CHO-K1 Ca antag | OXTR potentiator
CCCN1CN(Cc2ccccc2)CC2=C1CC(C)(C)CC2=O | 2.4 | -4.0 | -2.3 | 0.4 | -10.7 | 8.6 | 11.4 | -12.4 | -22.0
COc1ccc([C@H]2C=C(C(=O)O)O[C@@H](OCc3ccc(CO)cc3)C2)cc1 | -6.0 | -12.7 | -3.1 | -0.4 | 12.4 | -14.6 | 1.6 | -4.2 | -14.3
O=C(NN=C1CCCCCC1)c1c[nH]c2ccccc12 | 18.7 | -9.3 | 2.6 | 0.0 | -8.8 | 9.8 | 7.8 | -3.1 | -3.3
CCC(=Cc1ccc(CC)cn1)CC | -4.7 | -6.5 | -4.8 | 0.9 | -4.5 | -6.5 | 0.6 | -8.8 | 3.5
COc1ccccc1-n1c(SCC(=O)OC(C)C)nc2cccnc21 | -14.8 | -16.9 | -2.7 | -0.1 | -24.9 | -7.0 | 0.3 | -3.5 | -15.4
O=C(NCc1c(Cl)cccc1Cl)c1ccc2nnsc2c1 | -9.1 | -10.2 | -6.6 | 1.6 | -3.9 | 10.8 | 2.8 | -2.0 | -12.5
N#Cc1sc(NCc2cccc(Cl)c2)nc1Cl | 20.8 | -2.4 | -1.4 | 6.7 | 0.5 | 1.1 | 6.4 | -1.8 | -18.7
COC(=O)CCC(C)C1CCC2C3C(OC(C)=O)CC4CC(O)CCC4(C)C3CC(O)C12C (configuration not stated) | -14.9 | . | 0.5 | 2.2 | -7.8 | 8.1 | 4.9 | -8.4 | .
Cn1cc(CN(CCO)Cc2cccs2)c(-c2ccccc2F)n1 | -17.6 | -4.5 | -0.3 | 0.8 | -14.3 | 6.8 | 1.4 | -8.1 | -2.5
O=C(c1cc2n(n1)C(C(F)(F)F)CC(c1ccc(Cl)cc1)N2)N1CCCC1 (configuration not stated) | -19.5 | -17.0 | 0.6 | 0.3 | -21.4 | 10.7 | 1.5 | 0.5 | -2.4
Cc1nc([N+](=O)[O-])c(Br)n1CC(=O)c1ccccc1 | 1.1 | -4.4 | -1.3 | 1.6 | -14.4 | 6.0 | 6.8 | -11.5 | -5.1
CCc1cc2c(=O)c(-c3nc4ccccc4n3C)coc2c(CN2CCCC(C)C2)c1O (configuration not stated) | 6.3 | -18.8 | -4.3 | 0.3 | -5.5 | 6.3 | -0.7 | -9.4 | -12.8
COc1ccccc1-c1csc(C(O)c2cccc(Cl)c2)n1 (configuration not stated) | 4.2 | . | -6.0 | 0.0 | -3.1 | -2.6 | 0.6 | -2.8 | .
COC(=O)c1cn(C(=O)c2ccc(OC)cc2)c2ccccc12 | 12.4 | -11.1 | -6.4 | 0.5 | -6.8 | -13.6 | 9.5 | 8.8 | -7.3
Cc1cnc(NC(=O)CSc2ncn(-c3ccccc3)n2)s1 | 6.8 | -8.7 | -5.2 | 0.6 | -7.3 | 8.5 | 6.5 | -5.2 | -6.5
N#CCc1ccnc2ccccc12 | -2.7 | . | -0.4 | 0.2 | -24.5 | 8.4 | 0.0 | -13.9 | .
O=C(Nc1ccccc1Cl)C1(c2ccccc2)CC1(Cl)Cl (configuration not stated) | -34.6 | -11.0 | -11.2 | 1.1 | 1.6 | 31.9 | -1.0 | -20.3 | -0.4
Cc1ccc(-c2nc(-c3ccccn3)sc2CC(=O)O)cc1 | -37.9 | -8.2 | -2.1 | 0.3 | 12.4 | 4.4 | 2.3 | -4.6 | 0.6
CC(C)CCN(C(=O)Nc1ccccc1)C(C)c1cccs1 (configuration not stated) | 15.2 | -18.2 | 7.5 | 6.0 | 5.6 | 15.6 | 4.9 | -8.9 | 1.8
CCOC(=O)CNC(=O)c1ccc(OCC(F)(F)F)cc1 | -8.6 | -1.7 | -6.7 | 0.2 | -6.3 | 8.6 | 3.5 | 2.7 | -10.4
CCN(CC)S(=O)(=O)c1ccc(C(C)NC(=O)Cc2c[nH]c3ccccc23)cc1 (configuration not stated) | 4.9 | -16.8 | 3.1 | 6.3 | -1.2 | -5.5 | 9.6 | 8.9 | -19.2
CSc1nc2ccc(NC(=O)c3ccc(=O)n(C)n3)cc2s1 | -15.0 | -14.8 | -10.1 | 1.8 | -10.9 | 22.4 | -1.1 | -16.4 | 0.1
COc1ccc(C)cc1N(CC(=O)Nc1ccc(S(=O)(=O)N2CCCC2)cc1)S(C)(=O)=O | 5.8 | . | -5.5 | 0.9 | 2.2 | -5.1 | 2.0 | 2.5 | .
CC12CCC(=O)N1C(C(=O)Nc1nnc(SCc3ccccc3)s1)CS2 (configuration not stated) | 0.4 | -21.6 | -1.5 | 1.4 | -25.8 | 7.2 | 1.6 | 8.3 | -4.8
CC1=CC(=O)CC2C1(C)CCC(C)C2(C)CCC(C)CC(=O)O (configuration not stated) | -10.8 | -12.5 | -1.5 | 0.0 | -12.7 | 9.7 | 2.3 | 4.0 | -1.6

Screens deposited in PubChem by The Scripps Research Institute Molecular Screening Center.
